# From PubChem
# ERG-DNA inh: qHTS for Small Molecule Inhibitors of the ERG Ets/DNA interaction | Potency, µM (titrated, usually from 76.9 µM), for the others: top-dose FP activity, negative = inhibition, usual class: inhibitors | fluorescence polarization, His-ERG Ets domain / labelled DNA | AID 624246, 2012 | 0.028% of 370,000 active; active = well fitted inhibition curve with a large enough effect in the polarisation, with a control signal flat; inconclusive = small, poorly fitted or top-dose-only effect, or effect the other way, or a change in a side signal; inactive = no such curve, though single readings can be large or run the other way; the % refers to the polarisation;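 note: polarization taken with two DNA probes labelled with fluorescein and Texas red; potency is the fitted concentration of half-maximal effect; % of control where 0% means no effect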
# Target sequence (P11308 whole entry, looked up, the tested form may be a part): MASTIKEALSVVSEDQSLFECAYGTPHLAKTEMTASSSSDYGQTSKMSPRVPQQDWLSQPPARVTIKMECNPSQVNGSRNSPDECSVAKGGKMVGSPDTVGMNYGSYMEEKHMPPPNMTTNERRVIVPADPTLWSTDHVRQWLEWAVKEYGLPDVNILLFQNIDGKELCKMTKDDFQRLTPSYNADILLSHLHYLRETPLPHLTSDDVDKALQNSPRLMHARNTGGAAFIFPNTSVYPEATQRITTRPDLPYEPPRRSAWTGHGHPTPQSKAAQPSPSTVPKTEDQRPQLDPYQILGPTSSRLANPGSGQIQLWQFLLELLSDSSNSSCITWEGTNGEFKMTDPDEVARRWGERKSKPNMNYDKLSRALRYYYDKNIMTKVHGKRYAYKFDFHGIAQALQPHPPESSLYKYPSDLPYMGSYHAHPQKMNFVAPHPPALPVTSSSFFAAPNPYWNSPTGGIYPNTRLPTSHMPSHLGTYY
#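 His-tagged ERG Ets domain (1 uM in the protein solution; 300mM KCl, 50mM Tris-HCl, 1mM EDTA, 1mM DTT, pH 7.5) received compound, then a probe mix of 5 nM fluorescein-DNA and 100nM Texas-615-DNA. Fluorescence polarization was read for both dyes.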
# HP1b binding inh: HTS for Inhibitors of HP1-beta Chromodomain Interactions with Methylated Histone Tails. Chromobox protein homolog 1 (Homo sapiens), P83916. AlphaScreen HP1-beta / biotin-H3K9me3 peptide binding. Potency, µM (top dose mostly 114 µM), for inactives: at the highest dose activity change, negative = inhibition, usual class: inhibitors. 0.56% of 390,000 active. AID 540317, 2011; note: potency is the fitted concentration of half-maximal effect; nearly all actives have a fitted effect of over 70% in size; inactives centre near 23
# Target sequence (P83916 whole entry, looked up): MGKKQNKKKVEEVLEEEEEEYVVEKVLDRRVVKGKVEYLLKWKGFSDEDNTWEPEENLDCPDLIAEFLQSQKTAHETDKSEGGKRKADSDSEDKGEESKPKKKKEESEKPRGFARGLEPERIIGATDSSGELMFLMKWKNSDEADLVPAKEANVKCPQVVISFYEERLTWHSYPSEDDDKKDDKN
#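 HP1-beta protein (50 nM final) preincubated 30 min at room temperature with biotinylated H3(1-18)K9me3 peptide (50 nM) in PBS pH 7.4, 0.01% Tween-20, then compound added for 30 min. AlphaScreen streptavidin donor/nickel chelate acceptor beads (10 ug/mL final), 30 min dark, luminescence read.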
# PGK inhibitor: qHTS Assay to Find Inhibitors of Phosphoglycerate Kinase; Phosphoglycerate kinase, glycosomal (Trypanosoma brucei brucei), P07378; PGK/GAPDH coupled, Kinase-Glo luminescence, 60 min; Potency, µM (series often up to 57.5 µM), for inactives: at the highest dose activity change, negative = inhibition, hits mostly inhibitors; 0.043% of 380,000 active; AID 602233, 2012; note: potency is the fitted concentration of half-maximal effect; % is set by controls: 0 for no effect and ±100 for the full control effect; nearly all actives have a fitted effect of over 60% in size
#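 Recombinant glycosomal PGK reaction used 1,3-bisphosphoglycerate generated in-well by GAPDH (100nM final) in 100mM TEA pH 7.6, 5mM MgCl2, 0.01% Tween-20. After 60 minutes at room temperature, ATP was read by Kinase-Glo Plus luminescence end-point.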
# G9a block: qHTS Assay for Inhibitors of Histone Lysine Methyltransferase G9a. Histone-lysine N-methyltransferase EHMT2 (Homo sapiens), Q96KQ7. G9a H3K9 monomethylation, AlphaScreen, 2 h. Potency, µM (series often up to 102 µM), for inactives: top-dose activity, negative = inhibition, actives largely listed as inhibitors. 8.8% of 350,000 active. AID 504332, 2011; note: potency is the fitted concentration of half-maximal effect; % is set by controls: 0 for no effect and ±100 for the full control effect; nearly all actives have a fitted effect of over 75% in size
# Target sequence (Q96KQ7 913-1193 limits assumed): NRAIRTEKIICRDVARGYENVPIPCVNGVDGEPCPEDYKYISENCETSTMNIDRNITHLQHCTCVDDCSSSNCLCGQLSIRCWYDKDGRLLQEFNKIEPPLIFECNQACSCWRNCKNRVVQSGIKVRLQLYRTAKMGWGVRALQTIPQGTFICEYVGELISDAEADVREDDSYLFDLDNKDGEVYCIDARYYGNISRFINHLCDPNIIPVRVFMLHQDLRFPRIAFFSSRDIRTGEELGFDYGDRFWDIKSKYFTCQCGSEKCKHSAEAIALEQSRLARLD
#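 G9a (20 nM) preincubated 15 min RT with compounds, then 500 nM biotinylated H3K9 peptide and 20 uM SAM added; 2 h RT reaction. Monomethyl-H3K9 product detected by AlphaScreen with anti-H3K9me1 antibody, streptavidin donor and anti-rabbit IgG acceptor beads.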
# PI4K2A block: qHTS for small molecular inhibitors of PI4K2A | 0.13% of 420,000 active | activity change, negative = inhibition, % at 76.9 µM | purified PI4K2A, ADP-Glo luminescence, 1 h; stronger effect = lower value; in the data active = activity change below about -50%; inconclusive = mostly about -30% to -49%;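 note: -100% = wells without enzyme as full effect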
#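 PI4K2A activity was measured by ADP-Glo luminescence: enzyme (4 ug/mL stock) and phosphatidylinositol (1.2 mM stock) in Tris pH 7.5/MgCl2/EGTA/Triton X-100 buffer were reacted with ATP (300 microM stock) for one hour at ambient temperature.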
# BAZ2B inh: qHTS Assay for Inhibitors of BAZ2B | AlphaScreen BAZ2B-H3K14Ac peptide displacement | 4.4% of 360,000 active | Potency, µM (highest dose often 114 µM), for inactives: at the top dose activity change, negative = inhibition, most hits filed as inhibitors | AID 504333, 2011; note: potency is the fitted concentration of half-maximal effect; % is set by controls: 0 for no effect and ±100 for the full control effect; nearly all actives have a fitted effect of over 60% in size
#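 AlphaScreen luminescence quantifies BAZ2B engagement of H3K14Ac peptide; the protein and biotinylated peptide are both at 50 nM final, buffer PBS pH 7.4 with 0.01% Tween-20, all steps at room temperature.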
# Pin1 inh: qHTS Assay to Find Inhibitors of Pin1; Peptidyl-prolyl cis-trans isomerase NIMA-interacting 1 (Homo sapiens), Q13526; Potency, µM (series often up to 115 µM), inactives show top-dose activity, negative = inhibition, usual class: inhibitors; Pin1 FP peptide displacement, HiFluor488, 10 min; 0.009% of 390,000 active; active = well fitted inhibition curve with a large enough effect in the polarisation, with a control signal flat, not every such curve was filed as active; inconclusive = small, poorly fitted or top-dose-only effect, or effect the other way, or a change in a side signal; inactive = no such curve, though single readings can be large or run the other way; the % refers to the polarisation; note: potency is the fitted concentration of half-maximal effect; % is set by controls: 0 for no effect and ±100 for the full control effect
# GLS inhibitor: qHTS for Inhibitors of Glutaminase (GLS) | AID 624170, 2012 | 0.21% of 410,000 active | Potency, µM (top dose mostly 45.5 µM), for inactives: at the highest dose activity change, negative = inhibition, usual class: inhibitors | GLS enzymatic activity, qHTS titration | Glutaminase kidney isoform, mitochondrial (Homo sapiens), O94925; note: potency is the fitted concentration of half-maximal effect; % is set by controls: 0 for no effect and ±100 for the full control effect
#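 Two-point fluorescence kinetic (t0, 30 min RT) for hKGA; glutamate detected via glutamate oxidase–HRP–Amplex Red. Substrate: 1 mM L-glutamine solution; buffer 45 mM KH2PO4, pH 8.2.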
# JMJD2A Tudor: qHTS Assay for Inhibitors of JMJD2A-Tudor Domain. 4.4% of 390,000 active. AlphaScreen JMJD2A-Tudor / H3K4me3 peptide binding. Potency, µM (top dose mostly 114 µM), for inactives: at the top dose activity change, negative = inhibition, usual class: inhibitors. Lysine-specific demethylase 4A (Homo sapiens), O75164; note: potency is the fitted concentration of half-maximal effect; % is set by controls: 0 for no effect and ±100 for the full control effect; nearly all actives have a fitted effect of over 50% in size
# * = called active by the depositor; i = inactive; ? = inconclusive; · = not tested or not shown; & = joins results of further samples; [ ] = remark or other dose. Unless noted, calls come from the whole dose curve; as a rule, active = well fitted curve in the direction sought with a large enough effect; inconclusive = small, poorly fitted or top-dose-only effect, or another doubt; inactive = no such curve, though single readings can be large; an effect the other way counts as inactive or inconclusive.
SMILES,ERG-DNA inh,HP1b binding inh,PGK inhibitor,G9a block,PI4K2A block,BAZ2B inh,Pin1 inh,GLS inhibitor,JMJD2A Tudor
Cc1ccccc1OCc1nnc(SCc2nc3ccccc3c(=O)[nH]2)n1C,-0.9%,41.7%[activator],-0.1%,10.2%,1.4,-3.7%,-1.0%,9.4%,-5.6%
COc1ccc(-n2ncc(C(=O)N3CCN(c4ccc(F)cc4)CC3)c2C)cc1,-21.8%,18.7%,-1.5%,0.0%[59 µM],0.7,-3.1%,0.6%,0.0%,-7.8%
CCc1ccc(CN(C)C(=O)c2cc(COc3cccc4cnccc34)on2)cc1,0.4%,5.8%[57 µM],-5.4%,·,-6.0,-10.3%,2.4%,-3.5%,-23.4%
Cc1cc(C)c(OCCOCCN2CCNCC2)c(C)c1,-1.4%,33.8%,-1.1%,?,-3.3,-1.3%,-6.3%,-3.6%,-15.8%
Cc1ccc(NC(=O)CSc2nc3c(c(=O)[nH]2)CCC3)c(C)c1,9.4%,59.9%[activator],-6.7%,-2.1%,5.6,-16.2%,4.2%,1.9%,0.0%
CCc1ccc(NC(=O)c2ccc3c(c2)C(=O)N(Cc2ccco2)C3=O)cc1,-9.9%,20.0%,-12.2%,50.1µM*,-1.2,?,-10.8%,-10.9%,?
Cc1cc(O)c(N=Nc2ccc(C(=O)O)cc2)cc1C,-14.9%,-20.8%[57 µM],-11.4%,·,-26.9,·,-0.5%,-1.1%,?
CCCOc1ccccc1NC(=O)c1ccc(N)cc1,-13.2%,27.2%,-1.7%,-3.7%[12.7 µM],1.1,6.6%,-1.1%,0.8%,-10.8%
O=C(NCCc1c[nH]c2ccccc12)C1CCN(S(=O)(=O)c2ccc(F)cc2)CC1,8.9%,32.8%,-5.6%,-0.2%,3.5,-26.8%,-0.1%,0.3%,-25.4%
COc1ccc([C@H]2CC(=O)C=C(c3cccc(Cl)c3O)C2)cc1OC,13.7%,13.5%,-10.0%,-5.3%[2.33 µM],0.5,-36.5%,-3.5%,35.5%[activator],-35.2%
CSc1ccccc1OCc1cc(C(=O)N2CCC[C@H]2C(N)=O)no1,-9.6%,49.1%[activator],-5.3%,3.0%,-3.9,-20.2%,-5.9%,-1.8%,7.8%
Cc1ccccc1NC(=O)NCC1CCN(C(=O)OC(C)(C)C)CC1,-19.3%,28.1%,-4.5%,44.3%[activator],-0.1,3.0%,-0.8%,-9.0%,-0.4%
CCOc1cc(-c2cc(-c3ccccc3)nc(N)c2C#N)ccc1O,·,32.1%,-5.9%[11.5 µM],-1.5%,-0.4,3.0%,-5.1%,18.3%,-2.4%
O=C(NCc1cccnc1)c1cccc(S(=O)(=O)N2CCCCC2)c1,-13.8%,34.3%,20.3%,?,0.5,-2.2%,-3.5%,-0.1%,-3.8%
COc1cc(NC(=O)c2ccccc2Cl)c2ncccc2c1,-1.5%,111.6%[activator],-6.0%,147.6%[activator],8.2,30.6%,2.3%,-10.6%,89.4%[activator]
COc1cccc2cc(C(=O)N3CCN(C(=O)c4ccccc4)CC3)c(=O)oc12,-0.2%,3.0%,-4.8%,-15.3%[59 µM],4.7,0.0%,0.1%,-0.6%,-19.5%
C=CCn1c(CCC)nc2ccccc21,-14.4%,21.7%,i,0.3%,1.0,-16.4%,-2.7%,-16.2%,-5.3%
CCN(CC)C(=O)COc1coc(CN2CCN(c3ccccc3F)CC2)cc1=O,8.7%,18.8%,-8.4%,0.1%[0.501 µM],2.0,-11.6%,-3.3%,-14.3%,-6.0%
CC(=O)NC(CC(=O)Nc1ccc(S(=O)(=O)Nc2nccs2)cc1)c1ccccc1 (stereo unspecified),-1.2%,0.9%,-4.3%,?,-8.2,1.3%,-1.0%,8.9%,-13.1%
Cc1ccc(Cn2c(Sc3nccc(C)n3)nc3c2c(=O)[nH]c(=O)n3C)cc1,4.1%,13.4%,5.6%,20.1%,2.3,-0.9%,-5.2%,5.9%,-5.0%
COc1cccc(NC(=O)c2cnsn2)c1,3.6%,21.2%,1.6%,0.5%,-0.9,-19.9%,5.2%,·,27.4%
O=C(NCc1ccccc1)c1onc(CSc2ccc(Cl)cc2)c1C(=O)NCC1CC1,6.8%,63.3%[activator],-1.7%,4.3%[2.33 µM],3.5,19.2%,-5.0%,-3.2%,14.1%
C/C=C/c1ccc(OCCCCOc2c(OC)cccc2OC)c(OC)c1,-10.7%,129.2%[activator],-8.1%,49.0%[activator][59 µM],0.4,41.7%[activator],14.6%,-2.8%,29.5%
CCc1ccc(NC2=NCC(=O)N2c2ccc3c(c2)OCCO3)cc1,-5.8%,20.9%,2.4%,23.6%[59 µM],3.1,-0.3%,-1.3%,8.1%,-0.3%
CCOC(=O)c1oc2cc(O)ccc2c(=O)c1-c1ccc(OC)cc1,5.3%,13.1%,-6.2%,·,5.1,-1.8%,1.9%,8.6%,-6.1%
O=c1oc(CCCO)cc2ccc(Br)cc12,8.2%,39.2%,-5.6%,·,-4.2,·,-1.3%,4.8%,-18.7%
CCOc1ccc(CNC(=O)Cn2cc3c(n2)-c2c(oc(C(=O)N4CCCC4)c2C)CC3)cc1,1.5%,34.9%,5.1%,-35.9%[59 µM],-2.7,-26.1%,?,-8.5%,-14.7%
Cc1nonc1NC(=O)CSc1nc(C23CC4CC(CC(C4)C2)C3)nc2ccccc12,-0.6%,20.5%,-9.5%,18.5%[12.7 µM],1.9,-13.6%,0.7%,-3.9%,-19.6%
COc1ccc(CC2NCCC3=CC(=O)CCC32)cc1O (stereo unspecified),·,15.4%,3.2%,·,-9.3,·,?,8.3%,-23.2%
Clc1ccc(Cn2nnc(-c3ccc(N4CCOCC4)cc3)n2)cc1,·,30.6%,-5.3%,6.7%,0.7,12.9%,-1.4%,23.4%,-16.3%
O=C(CCCn1c(=O)c2sccc2n(Cc2c(F)cccc2Cl)c1=O)NCc1ccccc1,-1.5%,54.8%[activator],·,38.8%[59 µM],-0.2,39.4%[activator],0.9%,1.1%,1.4%
Clc1cccc(CSc2ncnc3c2ncn3C2CCCCO2)c1 (stereo unspecified),-3.9%,49.2%[activator],6.4%,·,-1.7,·,0.0%,0.0%,32.4%
CCCCCCOc1ccc(/C=C/C(=O)N2CCOCC2)cc1OC,-1.0%,35.5%,i,10.1%,1.2,-14.1%,0.3%,-11.7%,-7.3%
N#C/C(=N\O)c1nc2ccccc2[nH]1,·,14.9%,1.2%,8.7%,0.5,?,-13.2%,8.9%,56.2µM*
CCc1ccc(-c2cc(C)no2)cc1S(=O)(=O)N1CCOc2ccccc21,1.4%,44.0%[activator],i,23.0%,-1.6,1.2%,19.6%,-3.4%,1.5%
CCc1ccc(NC(=O)Cc2csc(COc3cccc(C)c3)n2)cc1,1.6%,54.1%[activator],-8.7%,7.1%[59 µM],-0.7,2.3%,-2.6%,-8.6%,10.9%
CCOC(=O)COn1c(=O)c(-c2ccc(OC)cc2)[n+]([O-])c2ccccc21,?,8.7%,-1.4%,23.5%[2.33 µM],7.7,3.2%,-0.2%,-4.1%,-9.8%
CCN(C(=O)COC(=O)c1cccc(S(=O)(=O)N2CCOCC2)c1)C1CCS(=O)(=O)C1 (stereo unspecified),13.7%,28.1%,0.2%,4.2%[0.501 µM],0.2,-2.9%,-4.5%,0.0%,4.1%
CC(=O)NNC(=O)CCn1c2c(c3ccccc31)CCCC2,2.0%,-9.8%,-1.2%,·,-1.1,?,-10.4%,7.7%,-32.7%
COc1ccc(/C=N\NC(=O)c2ccccc2F)cc1COc1ccc(F)cc1F,1.2%,26.8%,-3.7%,46.6%,-6.6,?,2.7%,0.2%,-13.8%
CC1=Nc2ccccc2/C1=C\c1nc(-c2ccc(F)cc2)oc1O,-2.9%,2.8%,4.4%,?,4.5,?,?,5.3%,-27.0%
O=C(c1cc(-c2ccccn2)nc2ccc(Cl)cc12)N1CCN(CCc2ccccc2)CC1,-16.4%,17.3%,i,5.5%[59 µM],1.6,-10.2%,-5.1%,1.1%,-19.6%
CCOc1ccc(CNC(=O)C2CCN(c3nn4c(=O)cc(C)nc4s3)CC2)cc1,9.2%&2.8%,47.9%&22.3%[activator],-2.4%&-4.0%,17.6%,1.7&-5.0,-15.0%[57.1 µM],-5.7%&-3.6%,-3.5%&-20.9%,-23.3%&-1.3%
CCN(CC)S(=O)(=O)c1ccc(C(=O)Nn2cnnc2)cc1,1.9%,49.6%[activator],-7.6%,22.3%[2.33 µM],5.0,0.6%,-4.2%,-2.0%,-6.8%
O=C(Cc1ccccc1)NCC(=O)N1CCCCCC1,0.2%,8.8%,-3.6%,14.2%,-3.0,-2.8%,-5.1%,2.6%,-6.0%
